NSD2 block = inhibitors of human NSD2, primary screen, biochemical, plate reader, single point; NSD2-SET H3K36me1 DELFIA fluorescence; inhibition, % at 12.5 µM; actives 0.07% (n = 44,000); AID 624260, 2012; in the data active = inhibition above about 54%, passing the limit was not always enough; inconclusive = no clear call, values can overlap the other calls;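 also: inhibitors reduce the monomethyl H3K36 fluorescence signal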
Target sequence (O96028 whole entry, looked up): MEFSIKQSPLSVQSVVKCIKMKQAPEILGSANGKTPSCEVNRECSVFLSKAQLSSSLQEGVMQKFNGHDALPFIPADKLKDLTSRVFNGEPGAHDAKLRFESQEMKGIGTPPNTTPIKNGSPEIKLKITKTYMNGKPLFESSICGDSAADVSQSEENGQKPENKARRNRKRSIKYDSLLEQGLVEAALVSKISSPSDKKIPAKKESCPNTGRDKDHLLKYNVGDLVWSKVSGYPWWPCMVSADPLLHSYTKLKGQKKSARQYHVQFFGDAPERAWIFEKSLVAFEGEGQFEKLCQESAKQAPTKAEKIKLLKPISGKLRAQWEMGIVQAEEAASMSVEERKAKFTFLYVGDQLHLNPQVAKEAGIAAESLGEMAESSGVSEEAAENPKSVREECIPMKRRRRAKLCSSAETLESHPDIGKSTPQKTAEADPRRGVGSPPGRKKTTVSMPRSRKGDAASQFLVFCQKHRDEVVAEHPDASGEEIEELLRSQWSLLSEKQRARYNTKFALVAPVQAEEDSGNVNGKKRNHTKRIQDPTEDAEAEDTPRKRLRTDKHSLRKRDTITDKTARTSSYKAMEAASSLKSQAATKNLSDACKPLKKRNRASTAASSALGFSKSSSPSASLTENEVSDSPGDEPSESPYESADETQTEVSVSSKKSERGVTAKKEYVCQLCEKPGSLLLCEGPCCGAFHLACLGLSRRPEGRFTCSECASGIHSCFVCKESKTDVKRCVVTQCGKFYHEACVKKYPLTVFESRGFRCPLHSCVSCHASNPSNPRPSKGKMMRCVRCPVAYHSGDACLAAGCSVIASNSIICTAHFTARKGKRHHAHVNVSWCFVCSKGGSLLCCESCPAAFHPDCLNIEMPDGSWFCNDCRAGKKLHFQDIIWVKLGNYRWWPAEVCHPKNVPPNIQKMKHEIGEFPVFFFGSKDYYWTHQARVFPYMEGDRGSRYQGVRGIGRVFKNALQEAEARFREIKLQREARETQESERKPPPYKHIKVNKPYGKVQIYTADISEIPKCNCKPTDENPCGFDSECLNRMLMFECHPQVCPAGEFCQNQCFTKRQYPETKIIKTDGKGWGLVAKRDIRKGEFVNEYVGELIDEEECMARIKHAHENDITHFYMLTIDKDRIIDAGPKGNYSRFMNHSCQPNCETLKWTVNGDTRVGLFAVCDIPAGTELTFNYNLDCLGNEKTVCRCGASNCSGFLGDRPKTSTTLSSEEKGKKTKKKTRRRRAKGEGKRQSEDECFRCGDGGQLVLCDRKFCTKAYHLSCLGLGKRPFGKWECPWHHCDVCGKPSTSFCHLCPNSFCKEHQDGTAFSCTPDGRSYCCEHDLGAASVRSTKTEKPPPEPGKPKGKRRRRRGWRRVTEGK
* = called active by the depositor; ? = inconclusive.

NSD2 block	Compound
2	C[C@H](CO)N1C[C@H](C)[C@H](CN(C)Cc2cccnc2)Oc2cc(-c3ccccc3F)ccc2S1(=O)=O
6	CCCCCc1ccc(/C=C/C(=O)Nc2ccccc2C(=O)O)cc1
5	CN1C(=O)c2ccccc2-n2c(nc3ccccc3c2=O)[C@@]12O[C@H]2c1ccccc1
4	Cc1ccc(CN(C)C[C@@H]2OCc3cn(nn3)CCCC(=O)N([C@@H](C)CO)C[C@@H]2C)cc1
5	C[C@H]1CCCCO[C@H](CN(C)Cc2ccc(C(=O)O)cc2)[C@@H](C)CN([C@@H](C)CO)C(=O)c2cc(NS(=O)(=O)c3ccc(Cl)cc3)ccc2O1
2	C[C@@H]1CN([C@H](C)CO)C(=O)Cc2cc(NC(=O)CCN3CCOCC3)ccc2O[C@H]1CN(C)Cc1ccncc1
1	COc1ccc(NC(=O)N(C)C[C@H]2OCCCC[C@@H](C)Oc3ccc(NC(=O)c4ccccc4)cc3C(=O)N([C@H](C)CO)C[C@@H]2C)cc1
0	O=C(C[C@H]1CC[C@@H](NC(=O)Nc2ccc(C(F)(F)F)cc2)[C@H](CO)O1)NCCN1CCCC1
0	C[C@@H]1CCCCO[C@H](CN(C)S(=O)(=O)c2cn(C)cn2)[C@@H](C)CN([C@@H](C)CO)C(=O)c2cc(NC(=O)Nc3ccc(F)cc3)ccc2O1
-2	C[C@H](CO)N1C[C@H](C)[C@@H](CN(C)S(=O)(=O)c2cccc(F)c2)Oc2ncc(-c3cccc(F)c3)cc2C1=O
-1	CC(C)NC(=O)N(C)C[C@@H]1Oc2ccc(NC(=O)CCCCCC(=O)Nc3ccccc3N)cc2C(=O)N([C@H](C)CO)C[C@H]1C
8	C[C@H](CO)N1C[C@H](C)[C@H](CN(C)C)OCc2ccccc2-c2ccccc2C1=O
1	C[C@@H]1CN([C@H](C)CO)C(=O)c2cc(-c3cccc(C(=O)N(C)C)c3)cnc2O[C@@H]1CN(C)CC1CC1
2	C[C@H]1CN([C@@H](C)CO)C(=O)c2cc(/C=C/c3ccccc3)cnc2O[C@@H]1CN(C)C(=O)c1cccnc1
0	C[C@H]1CCCCO[C@@H](CN(C)S(=O)(=O)c2ccccc2)[C@@H](C)CN([C@@H](C)CO)C(=O)c2cc(N(C)C)ccc2O1
4	CN1CCN(C(=O)C[C@H]2C[C@@H]3c4cc(NC(=O)NC5CCCC5)ccc4O[C@@H]3[C@@H](CO)O2)CC1
2	CNC[C@@H]1Oc2c(NS(C)(=O)=O)cccc2C(=O)N([C@H](C)CO)C[C@H]1C
2	C[C@@H]1CN([C@H](C)CO)C(=O)c2cccc(NS(=O)(=O)c3cccs3)c2O[C@H]1CN(C)Cc1ccc(-c2ccccc2)cc1
-4	CC(=O)N(C)C[C@@H]1Oc2cc(-c3ccccc3C)ccc2S(=O)(=O)N([C@H](C)CO)C[C@@H]1C
-2	C[C@H](CO)N1C[C@H](C)[C@@H](CN(C)S(=O)(=O)c2ccc(F)cc2)Oc2c(NC(=O)NC3CCCCC3)cccc2C1=O
0	C[C@@H]1CN([C@H](C)CO)C(=O)c2cc(C#CC3CC3)cnc2O[C@H]1CN(C)C
-2	COc1ccc(NC(=O)Nc2ccc3c(c2)C(=O)N([C@@H](C)CO)C[C@H](C)[C@H](CN(C)C(=O)c2ccccc2)OCCCC[C@H](C)O3)cc1
-1	C[C@H](CO)N1C[C@H](C)[C@H](CN(C)S(=O)(=O)c2ccc(F)cc2)Oc2ccc(NC(=O)Cn3cnnn3)cc2C1=O
-3	COc1ccc(NC(=O)Nc2ccc3c(c2)CC(=O)N([C@H](C)CO)C[C@@H](C)[C@@H](CN(C)C(=O)Nc2ccc4c(c2)OCO4)O3)cc1
-3	COc1cc(/C=N/NC(=O)c2ccc(C(=O)NO)cc2)ccc1O
-3	CC(=O)N(C)C[C@H]1Oc2ncc(-c3cccc(C#N)c3)cc2C(=O)N([C@@H](C)CO)C[C@@H]1C
-6	COc1ccc(Nc2ncnc3ccc(OC)cc23)cc1
2	C[C@H](CO)N1C[C@H](C)[C@H](CN(C)S(C)(=O)=O)OCCCC[C@H](C)Oc2ccc(NC(=O)Nc3ccc(F)cc3)cc2C1=O
1	COc1ccc(S(=O)(=O)Nc2ccc3c(c2)C(=O)N([C@@H](C)CO)C[C@@H](C)[C@@H](CN(C)Cc2ccc(C(=O)O)cc2)O3)cc1
1	Cc1ccccc1-c1cnc2c(c1)C(=O)N([C@@H](C)CO)C[C@H](C)[C@H](CN(C)C(=O)c1cccnc1)O2

Continued, starting with the last 2 of the part before.
NSD2 block	Compound
1	COc1ccc(S(=O)(=O)Nc2ccc3c(c2)C(=O)N([C@@H](C)CO)C[C@@H](C)[C@@H](CN(C)Cc2ccc(C(=O)O)cc2)O3)cc1
1	Cc1ccccc1-c1cnc2c(c1)C(=O)N([C@@H](C)CO)C[C@H](C)[C@H](CN(C)C(=O)c1cccnc1)O2
-12	COc1ccc(NC(=O)N(C)C[C@H]2Oc3ccc(NC(=O)Nc4ccc(C(F)(F)F)cc4)cc3CC(=O)N([C@H](C)CO)C[C@@H]2C)cc1
2	CC(C)CC#Cc1ccc2c(c1)O[C@H](CN(C)C(=O)C1CCCCC1)[C@@H](C)CN([C@H](C)CO)S2(=O)=O
-2	CC(C)CC#Cc1cnc2c(c1)C(=O)N([C@@H](C)CO)C[C@H](C)[C@@H](CN(C)C(=O)c1cnccn1)O2
-7	C=CCNC(=O)[C@@H]1[C@H]2C(=O)O[C@H](c3ccccc3)[C@H](c3ccccc3)N2[C@H](c2ccccc2OCCO)[C@@]12C(=O)N(C(=O)OCCOC)c1ccc(C#CC3=CCCCC3)cc12
5	C[C@@H]1CN([C@H](C)CO)C(=O)c2cc(NS(=O)(=O)c3ccc(F)cc3)ccc2O[C@H]1CN(C)S(C)(=O)=O
2	COc1ccc(NC(=O)N(C)C[C@@H]2Oc3ncc(C#Cc4ccc(C(F)(F)F)cc4)cc3C(=O)N([C@H](C)CO)C[C@@H]2C)cc1
-2	CC(C)NC(=O)Nc1ccc2c(c1)C(=O)N([C@@H](C)CO)C[C@@H](C)[C@H](CN(C)Cc1ccc(C(=O)Nc3ccccc3N)cc1)O2
2	Cc1ccc(S(=O)(=O)N(C)C[C@@H]2OCCCC[C@H](C)Oc3ccc(NC(=O)Nc4ccc(F)cc4)cc3C(=O)N([C@@H](C)CO)C[C@@H]2C)cc1
5	CC(C)C#Cc1cnc2c(c1)C(=O)N([C@H](C)CO)C[C@H](C)[C@@H](CN(C)C(=O)Nc1ccccc1F)O2
3	COc1ccc(CN(C)C[C@@H]2OCCCC[C@@H](C)Oc3ccc(NS(C)(=O)=O)cc3C(=O)N([C@H](C)CO)C[C@@H]2C)cc1
?	C[C@@H]1CCCCO[C@H](CN(C)C)[C@@H](C)CN([C@H](C)CO)C(=O)c2cc(NC(=O)CCC(F)(F)F)ccc2O1
0	C[C@H]1CN([C@@H](C)CO)C(=O)Cc2cc(NC(=O)CCC(F)(F)F)ccc2O[C@H]1CN(C)C
-4	CC(C)CC#Cc1ccc2c(c1)O[C@@H](CN(C)C(=O)C1CCOCC1)[C@H](C)CN([C@@H](C)CO)S2(=O)=O
-5	COc1ccc(NC(=O)N(C)C[C@@H]2OCCCC[C@@H](C)Oc3ccc(NC(=O)Nc4ccc5c(c4)OCO5)cc3C(=O)N([C@H](C)CO)C[C@H]2C)cc1
18	O=C1c2ccccc2C(=O)N1C1CCN(Cc2ccc(OCCO)cc2)CC1
5	C[C@H]1CN([C@@H](C)CO)C(=O)Cc2cc(NS(=O)(=O)c3ccc(F)cc3)ccc2O[C@@H]1CN(C)S(=O)(=O)c1ccccc1
-1	CC(C)NC(=O)Nc1ccc2c(c1)C(=O)N([C@@H](C)CO)C[C@@H](C)[C@@H](CN(C)C)OCCCC[C@@H](C)O2
4	COc1cccc(S(=O)(=O)N(C)C[C@H]2Oc3cc(C4=CCCC4)ccc3S(=O)(=O)N([C@@H](C)CO)C[C@@H]2C)c1
-5	COc1ccc(-c2ccc3c(c2)O[C@@H](CN(C)CC2CC2)[C@@H](C)CN([C@H](C)CO)S3(=O)=O)cc1
0	Cc1noc(C)c1NC(=O)N(C)C[C@@H]1Oc2ccc(NC(=O)Cn3cnnn3)cc2C(=O)N([C@H](C)CO)C[C@H]1C
15	Cc1noc(C)c1NC(=O)Nc1ccc2c(c1)C(=O)N([C@H](C)CO)C[C@H](C)[C@@H](CN(C)C(=O)NC1CCCCC1)O2
0	O=C(CC(=O)c1ccccc1)c1ccccc1
5	Cc1noc(C)c1NC(=O)N(C)C[C@@H]1OCCCC[C@@H](C)Oc2ccc(NC(=O)CCC(F)(F)F)cc2C(=O)N([C@H](C)CO)C[C@H]1C
-2	C[C@@H](C(=O)N(C)C[C@H]1OCc2ccccc2-c2ccccc2C(=O)N([C@@H](C)CO)C[C@@H]1C)c1ccccc1
-7	CCCC#Cc1ccc2c(c1)O[C@@H](CN(C)C(=O)c1cccnc1)[C@@H](C)CN([C@H](C)CO)S2(=O)=O
4	CC(C)NC(=O)Nc1ccc2c(c1)C(=O)N([C@H](C)CO)C[C@H](C)[C@H](CN(C)Cc1ccc(Cl)c(Cl)c1)O2
-7	COc1ccc(S(=O)(=O)N(C)C[C@@H]2OCCCC[C@H](C)Oc3ccc(NS(=O)(=O)c4ccc(F)cc4)cc3C(=O)N([C@H](C)CO)C[C@H]2C)cc1
-2	C[C@@H]1CCCCO[C@@H](CN(C)C(=O)C2CCCCC2)[C@@H](C)CN([C@@H](C)CO)C(=O)c2cc(NC(=O)c3ccccc3)ccc2O1
-6	CC(C)CC#Cc1ccc2c(c1)O[C@@H](CN(C)C(=O)c1ccncc1)[C@@H](C)CN([C@H](C)CO)S2(=O)=O
4	C[C@H]1CN([C@@H](C)CO)C(=O)Cc2cc(NC(=O)c3ccncc3)ccc2O[C@H]1CN(C)C

Three of the entries above in order of their number in NSD2 block, low to high.
NSD2 block	Compound
0	Cc1noc(C)c1NC(=O)N(C)C[C@@H]1Oc2ccc(NC(=O)Cn3cnnn3)cc2C(=O)N([C@H](C)CO)C[C@H]1C
2	C[C@H](CO)N1C[C@H](C)[C@H](CN(C)Cc2cccnc2)Oc2cc(-c3ccccc3F)ccc2S1(=O)=O
3	COc1ccc(CN(C)C[C@@H]2OCCCC[C@@H](C)Oc3ccc(NS(C)(=O)=O)cc3C(=O)N([C@H](C)CO)C[C@@H]2C)cc1

Next entries:
NSD2 block	Compound
0	C[C@H]1CN([C@@H](C)CO)C(=O)c2cc(NC(=O)Nc3ccc(F)cc3)ccc2O[C@@H]1CN(C)S(=O)(=O)c1ccccc1
-4	C[C@@H]1CN([C@H](C)CO)C(=O)c2cc(NC(=O)Nc3ccc(F)cc3)ccc2O[C@@H](C)CCCCO[C@H]1CN(C)C
6	C[C@H]1CN([C@@H](C)CO)S(=O)(=O)c2ccc(-c3cncnc3)cc2O[C@@H]1CN(C)Cc1ccccn1
1	C[C@@H]1CN([C@H](C)CO)C(=O)c2cccc(NS(=O)(=O)c3cn(C)cn3)c2O[C@@H]1CN(C)C
0	C[C@H]1CN([C@@H](C)CO)C(=O)c2cccc(NS(=O)(=O)c3ccc(F)cc3)c2O[C@@H]1CN(C)Cc1ccc(Cl)c(Cl)c1
-2	CN1CC(C(=O)NC2(C)OC3(O)C4CCCN4C(=O)C(Cc4ccccc4)N3C2=O)CC2c3cccc4[nH]cc(c34)CC21 (stereo unspecified)
1	C[C@@H]1CCCCO[C@@H](CN(C)C(=O)c2ccncc2)[C@@H](C)CN([C@@H](C)CO)C(=O)c2cc(NC(=O)CCC(F)(F)F)ccc2O1
-2	CCOC(=O)n1ccn(C)c1=S
-1	Cc1noc(C)c1NC(=O)Nc1ccc2c(c1)C(=O)N([C@H](C)CO)C[C@@H](C)[C@@H](CN(C)S(=O)(=O)c1cccs1)O2
17	C[C@@H]1CN([C@@H](C)CO)C(=O)c2cc(/C=C/c3ccccc3)cnc2O[C@H]1CN(C)C(=O)c1ccc2c(c1)OCO2
-6	COc1ccccc1-c1ccc2c(c1)O[C@@H](CN(C)C(=O)c1ccncc1)[C@H](C)CN([C@H](C)CO)S2(=O)=O
4	COc1ccc(NC(=O)N(C)C[C@H]2Oc3ccc(NS(=O)(=O)c4cn(C)cn4)cc3CC(=O)N([C@@H](C)CO)C[C@@H]2C)cc1
10	C[C@@H]1CN([C@H](C)CO)S(=O)(=O)c2ccc(C#Cc3ccccc3)cc2O[C@H]1CN(C)S(C)(=O)=O
1	O=C(C[C@H]1C[C@H]2c3cc(NC(=O)Cc4ccncc4)ccc3O[C@H]2[C@H](CO)O1)NCC1CC1
-6	C[C@@H]1CN([C@@H](C)CO)C(=O)c2cc(Br)cnc2O[C@@H]1CN(C)C(=O)c1ccccn1
-2	C[C@@H]1CN([C@@H](C)CO)S(=O)(=O)c2ccc(C#Cc3cccnc3)cc2O[C@H]1CN(C)C(=O)Nc1ccc2c(c1)OCO2
2	Cc1ccc(S(=O)(=O)N(C)C[C@H]2Oc3ccc(NC(=O)Nc4ccc5c(c4)OCO5)cc3C(=O)N([C@@H](C)CO)C[C@@H]2C)cc1
2	O=C(C[C@H]1CC[C@@H](NC(=O)C2CCOCC2)[C@@H](CO)O1)NCC1CCCCC1
-7	C[C@H](CO)N1C[C@H](C)[C@@H](CN(C)C(=O)c2ccccc2)OCCCC[C@H](C)Oc2ccc(NC(=O)Nc3ccccc3)cc2C1=O

Looked up by compound from the entries so far, 5 records:
NSD2 block	Compound
-7	CCCC#Cc1ccc2c(c1)O[C@@H](CN(C)C(=O)c1cccnc1)[C@@H](C)CN([C@H](C)CO)S2(=O)=O
8	C[C@H](CO)N1C[C@H](C)[C@H](CN(C)C)OCc2ccccc2-c2ccccc2C1=O
5	C[C@H]1CN([C@@H](C)CO)C(=O)Cc2cc(NS(=O)(=O)c3ccc(F)cc3)ccc2O[C@@H]1CN(C)S(=O)(=O)c1ccccc1
-1	CC(C)NC(=O)N(C)C[C@@H]1Oc2ccc(NC(=O)CCCCCC(=O)Nc3ccccc3N)cc2C(=O)N([C@H](C)CO)C[C@H]1C
-3	CC(=O)N(C)C[C@H]1Oc2ncc(-c3cccc(C#N)c3)cc2C(=O)N([C@@H](C)CO)C[C@@H]1C

An excerpt. The share of hits here may be higher or lower than overall.
